# RXFP1 agonist – activates the human relaxin receptor RXFP1. Q9HBX9. HEK293T-RXFP1 cAMP TR-FRET, 30 min; response scale: percent of porcine relaxin response, buffer zero. Potency, µM (highest dose often 57.5 µM), without a hit: top-dose activation, usual class: activators. hit rate 0.3% among 370,000; note: % is set by controls: 0 for no effect and ±100 for the full control effect; nearly all actives have a fitted effect of over 60% in size; many of its hits are not listed in these tables
#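 HEK293T cells stably expressing RXFP1 were pretreated with the PDE4 inhibitor Ro 20174, exposed to compounds for 30 min at 37C, lysed, and cAMP was read by TR-FRET. Data normalized to buffer (basal) and 29 nM porcine relaxin (100%).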
# TrxR1 substrate – is turned over as a substrate by rat TrxR1. O89049. purified TrxR1 substrate turnover, NADPH consumption readout. Potency, µM (titrated, usually from 114 µM), inactives show top-dose activity change, negative = substrate turnover. hit rate 0.01% among 390,000. AID 588456; note: % is set by controls: 0 for no effect and ±100 for the full control effect; nearly all actives have a fitted effect of over 50% in size
#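 Rat TrxR1, dispensed at 90 nM, was prereduced with 400 uM NADPH (final) for 5 min at ~22 deg C, then incubated with compound 15 min before 400 uM selenite. A first-read NADPH fluorescence drop versus no-compound background flagged substrates.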
# Vif-APOBEC3G blk – blocks the Vif interaction with human APOBEC3G; Q9HC16; HeLa A3G-eYFP + Vif (tagged APOBEC3G with the HIV-1 protein that degrades it), YFP fluorescence, overnight; Potency, µM (series often up to 46.1 µM), without a hit: at the top dose activity, negative = active, actives largely listed as inhibitors; hit rate 0.076% among 410,000; AID 602310;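 note: % is set by controls: 0 for no effect and ±100 for the full control effect; nearly all actives have a fitted effect of over 60% in size; hits raise eYFP signal because A3G escapes Vif-driven loss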
# Target sequence (Q9HC16 whole entry, looked up): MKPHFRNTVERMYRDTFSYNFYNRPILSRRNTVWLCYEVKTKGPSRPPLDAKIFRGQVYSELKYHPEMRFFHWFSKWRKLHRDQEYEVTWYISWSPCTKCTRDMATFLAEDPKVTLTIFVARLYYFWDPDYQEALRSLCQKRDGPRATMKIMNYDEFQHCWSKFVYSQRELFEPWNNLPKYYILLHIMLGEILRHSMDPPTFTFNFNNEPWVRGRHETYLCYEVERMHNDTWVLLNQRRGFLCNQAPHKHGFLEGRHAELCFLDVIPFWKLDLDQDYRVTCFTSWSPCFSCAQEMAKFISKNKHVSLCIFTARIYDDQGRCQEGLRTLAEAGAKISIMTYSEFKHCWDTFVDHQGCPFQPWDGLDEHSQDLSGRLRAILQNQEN
#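 Read-out is eYFP fluorescence (Ex 488/Em 500-530) from Vif-expressing HeLa A3G-eYFP cells; more signal means A3G escaped Vif-mediated degradation. Cells plated overnight, compound pinned in, incubated overnight at 37 deg C.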
# USP1 inh – USP1/UAF1 (human) deubiquitinase inhibition; O94782; recombinant USP1/UAF1, Ub-Rhodamine cleavage fluorescence; Potency, µM (highest dose often 57.1 µM), for inactives: at the top dose activity change, negative = inhibition, usual class: inhibitors; hit rate 0.23% among 390,000; note: % is set by controls: 0 for no effect and ±100 for the full control effect; nearly all actives have a fitted effect of over 60% in size; inactives centre near -12
#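 In this screen, compounds sit with the deubiquitinase complex (1nM) for 15 min at room temperature before Ub-Rho is added at 150nM final. Fluorescence rise is then followed for 6 reads every 60 seconds.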
# RGS4 inhibitor – inhibitors of human regulator of G protein signaling 4 | P49798 | Transcreener GDP fluorescence polarization, RGS4-accelerated GTP hydrolysis | Potency, µM (top dose mostly 114 µM), inactives show at the top dose activity change, negative = inhibition, actives largely listed as inhibitors | hit rate 0.039% among 390,000 | AID 504845; note: % is set by controls: 0 for no effect and ±100 for the full control effect; nearly all actives have a fitted effect of over 75% in size; some results filed as inactive show a strong effect at the top dose
# Target sequence (P49798 whole entry, looked up): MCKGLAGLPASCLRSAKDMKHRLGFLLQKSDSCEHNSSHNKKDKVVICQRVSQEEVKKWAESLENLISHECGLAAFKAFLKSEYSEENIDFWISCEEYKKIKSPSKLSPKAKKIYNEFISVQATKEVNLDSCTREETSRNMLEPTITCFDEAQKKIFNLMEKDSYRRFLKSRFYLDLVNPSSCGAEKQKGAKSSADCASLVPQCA
#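 MLSMR compounds (23 nl, pin-transferred) preincubated 10 min at room temperature with a 500nM (2x) first reagent, then RGS4 at 900nM (2x) plus Transcreener GDP mix added; fluorescence polarization (620/688 nm) read before and after 90 min at 30 °C.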
# mIDH1 inhibitor – human IDH1 R132H inhibition. IDH1-R132H enzyme, NADPH consumption, diaphorase/resazurin fluorescence. Potency, µM (series often up to 76.6 µM), inactives show at the top dose activity change, negative = inhibition, most hits filed as inhibitors. AID 602179. hit rate 0.093% among 390,000; note: % is set by controls: 0 for no effect and ±100 for the full control effect; nearly all actives have a fitted effect of over 65% in size
# Target sequence (O75874 whole entry R132H, stated change not applied): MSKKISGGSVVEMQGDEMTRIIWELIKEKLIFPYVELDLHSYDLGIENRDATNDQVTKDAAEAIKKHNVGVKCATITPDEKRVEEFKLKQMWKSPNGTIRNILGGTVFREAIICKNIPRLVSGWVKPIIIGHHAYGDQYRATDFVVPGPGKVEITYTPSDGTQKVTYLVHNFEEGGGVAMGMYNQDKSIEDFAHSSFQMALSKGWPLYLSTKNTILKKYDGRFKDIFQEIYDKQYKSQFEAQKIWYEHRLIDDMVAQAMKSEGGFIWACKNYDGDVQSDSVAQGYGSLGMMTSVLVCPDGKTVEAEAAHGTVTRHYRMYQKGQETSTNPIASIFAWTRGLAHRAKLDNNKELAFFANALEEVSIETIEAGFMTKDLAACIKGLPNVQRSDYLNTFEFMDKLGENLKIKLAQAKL
#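 IDH1-R132H (0.5 ug/mL dispensed) in pH 7.5 Tris buffer was preincubated 30 min with compound, then given a substrate mix of 0.016 mM NADPH and 2 mM alpha-KG for 80 min at room temperature; remaining NADPH was read by diaphorase/resazurin fluorescence.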
# Vif-APOBEC3F blk – Vif-A3F binding inhibition. Potency, µM (top dose mostly 46.1 µM), inactives show at the top dose activity, negative = active. HeLa A3F-eYFP + Vif (tagged APOBEC3F with the HIV-1 protein that degrades it), YFP fluorescence increase. hit rate 0.2% among 390,000; note: % of control where 0% means no effect; nearly all actives have a fitted effect of over 65% in size
#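 Fluorescence increase (Ex 488/Em 500-530) after overnight compound treatment at 37 deg C flags inhibition of Vif-driven A3F-eYFP loss in stable HeLa A3F-eYFP/Vif cells seeded overnight beforehand.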
# ALOX12 inh – ALOX12 (human) lipoxygenase inhibition | hit rate 1.1% among 580,000 | purified 12hLO, xylenol orange hydroperoxide absorbance | Potency, µM (series often up to 108 µM), for the others: at the highest dose activity change, negative = inhibition, usual class: inhibitors; note: % is set by controls: 0 for no effect and ±100 for the full control effect
#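 Hydroperoxide product was detected by ferrous iron/xylenol orange as the 573 to 405 nm absorbance ratio. Arachidonic acid at 40 uM (final) was turned over for 30 min at room temperature by 150 nM human 12hLO, pH 7.0 Hepes buffer, after 15 min compound preincubation.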
# rTrxR1 inhibitor – rat TrxR1 inhibition; AID 588453; recombinant rTrxR1, NADPH fluorescence consumption, selenite substrate; O89049; Potency, µM (series often up to 114 µM), inactives show at the top dose activity change, negative = inhibition, hits mostly inhibitors; hit rate 1% among 390,000; note: % is set by controls: 0 for no effect and ±100 for the full control effect; nearly all actives have a fitted effect of over 65% in size
#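 Rat TrxR1 (90 nM in the dispensed reagent) was pre-reduced with 400 uM NADPH for 5 min at room temperature, then incubated with compound for 15 min. After 400 uM selenite was added, NADPH fluorescence (Ex 340/Em 450 nm) was followed for 8 min.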
# * hit, by the source's call; ? = inconclusive; . = no result given; & = joins results of further samples; [ ] = dose if it differs, or a comment. Calls come from the whole dose curve; as a rule, active = well fitted curve in the direction sought with a large enough effect; inconclusive = small, poorly fitted or top-dose-only effect, or another doubt; inactive = no such curve, though single readings can be large; an effect the other way counts as inactive or inconclusive. Potency is the fitted concentration of half-maximal effect.
SMILES,RXFP1 agonist,TrxR1 substrate,Vif-APOBEC3G blk,USP1 inh,RGS4 inhibitor,mIDH1 inhibitor,Vif-APOBEC3F blk,ALOX12 inh,rTrxR1 inhibitor
Cc1c(Cl)cnc(NC(=O)COC(=O)[C@H](C)NC(=O)c2ccccc2)c1Cl,2.0%,0%,2%,-27%,-3%,6%,0%,-22%,-5%
Cc1nn(-c2ccccc2)c(-n2cccc2)c1C(=O)O,1.4%,-11%,0%,-16%,5%,0%,-2%,8%,-17%
Cc1ccc(/C=N/N2CCN(Cc3ccccc3)CC2)s1,-1.3%,-4%,-1%,-17%,-4%,1%,7%,0%,-8%
CN(CCC#N)C(=O)COC(=O)c1cccnc1Nc1ccccc1F,0.5%,0%,1%,-22%,-15%[11.4 µM],0%,-9%,136%&-5%[activator],8%
O=S(=O)(O)c1cnccc1Nc1cccc(C(F)(F)F)c1,.,5%[57.1 µM],0%,-3%,22%,0%,-2%,22%,9%[57.1 µM]
COc1cccc(CNC(=O)Cc2c(C(=O)O)[nH]c3ccccc23)c1,0.6%,13%,1%,-23%,17%,1%,-1%,3%,22%
CC1(C)CSC(=S)N1S(=O)(=O)c1ccccc1,0.1%,3%,0%,8%,-4%,2%,-3%,?,17%
COc1ccc(/C=C/C(=O)c2cc(Br)ccc2O)cc1OC,2.9%,-10%,-1%,-16%,-29%,18%,0%,-8%,6%
CC(=O)N1c2ccc(S(=O)(=O)NCC3CCC(C(=O)Nc4cccc(C)n4)CC3)cc2CC1C (stereo not given),-0.1%,0%,1%,-22%,2%[11.4 µM],-5%,3%,38%[activator],13%
Cc1c(C(=O)OCC(C)(C)CN(C)C)oc2ccccc12,1.8%,0%[57.1 µM],1%,-13%,-13%,4%,2%,-4%,18%[57.1 µM]
COCCn1c(N)c(Sc2ccccc2)c(=O)[nH]c1=O,4.3%,-1%,1%,-11%,-6%,0%,0%,-5%,15%
COc1ccc(NC(=O)CNc2ccc(OC)c(S(=O)(=O)N3CCOCC3)c2)cc1,.,.,1%,-22%,.,5%,-1%,-1%,.

# Gathered by group, those above containing an NH in an aromatic ring.
SMILES,RXFP1 agonist,TrxR1 substrate,Vif-APOBEC3G blk,USP1 inh,RGS4 inhibitor,mIDH1 inhibitor,Vif-APOBEC3F blk,ALOX12 inh,rTrxR1 inhibitor
COc1cccc(CNC(=O)Cc2c(C(=O)O)[nH]c3ccccc23)c1,0.6%,13%,1%,-23%,17%,1%,-1%,3%,22%
COCCn1c(N)c(Sc2ccccc2)c(=O)[nH]c1=O,4.3%,-1%,1%,-11%,-6%,0%,0%,-5%,15%

# Other structures:
SMILES,RXFP1 agonist,TrxR1 substrate,Vif-APOBEC3G blk,USP1 inh,RGS4 inhibitor,mIDH1 inhibitor,Vif-APOBEC3F blk,ALOX12 inh,rTrxR1 inhibitor
Cc1nn(CC#N)c(=O)n1-c1ccc(F)cc1,-3.7%,-10%,1%,-7%,-21%,0%,2%,-5%,-14%
Cn1nc(C(=O)NCC(=O)Nc2ccc(F)c(F)c2)ccc1=O,.,.,2%,?,.,8%,-7%,2%,.
OCCN1CCN(C(=S)Nc2ccc(Oc3ccccc3)cc2)CC1,0.6%,3%,-1%,1%,-17%,14%,2%,-6%,2%
O=C(NC1CCCCC1)C(c1cccnc1)N(C(=O)c1csnn1)c1ccccc1F (stereo not given),1.9%,-6%[57.1 µM],-7%,-6%,4%,1%,-10%,30%,10%[57.1 µM]
Nc1nnn(CC(=O)N/N=C/c2ccco2)n1,-4.0%,-5%,0%,-17%,14%,0%,-3%,-20%,16%
CC(C)(C)NCC(O)COc1c(F)cc(Br)cc1F (stereo not given),-0.3%,6%,1%,-10%,-22%,-7%,-5%,-8%,18%
O=[N+]([O-])c1cccc(CN2CCN(Cc3ccco3)CC2)c1,2.5%,1%,-1%,-6%,19%,-8%,-3%,0%,9%
Cc1ccc(CN2COc3ccc4c(-c5ccccc5)cc(=O)oc4c3C2)cc1,7.1%,-2%,0%,-23%,-17%,-6%,0%,-30%,10%
O=C(Cc1cc(=O)oc2cc(O)ccc12)N[C@@H](Cc1c[nH]c2ccccc12)C(=O)O,4.2%,56%[activator],4%,-13%,-27%[56.9 µM],-5%,1%,0%,-2%
CC(C)c1ccc(S(=O)(=O)Nc2ccc3c(c2)OCO3)cc1,.,-4%,0%,-15%,-14%,-1%,-18%,?,7%
CCOc1ccccc1N1CCN(C(=O)c2ccc3[nH]c(C)c(C)c3c2)CC1,6.7%,1%,?,-23%,-13%,0%,1%,4%,18%
Cc1cc(NC(=O)/C(C#N)=C\c2ccc(-c3ccc(SC(F)F)cc3)o2)n(-c2ccccc2)n1,.,-9%,?,?,-10%,-3%,10µM*,3%,1%

# Whole records, quoted from the list. Order of screens: RXFP1 agonist	TrxR1 substrate	Vif-APOBEC3G blk	USP1 inh	RGS4 inhibitor	mIDH1 inhibitor	Vif-APOBEC3F blk	ALOX12 inh	rTrxR1 inhibitor
# Record of Cc1cc(NC(=O)/C(C#N)=C\c2ccc(-c3ccc(SC(F)F)cc3)o2)n(-c2ccccc2)n1 = .	-9%	?	?	-10%	-3%	10µM*	3%	1%
# Record of O=C(Cc1cc(=O)oc2cc(O)ccc12)N[C@@H](Cc1c[nH]c2ccccc12)C(=O)O = 4.2%	56%[activator]	4%	-13%	-27%[56.9 µM]	-5%	1%	0%	-2%
# Record of O=[N+]([O-])c1cccc(CN2CCN(Cc3ccco3)CC2)c1 = 2.5%	1%	-1%	-6%	19%	-8%	-3%	0%	9%

# Remaining list, next part
SMILES,RXFP1 agonist,TrxR1 substrate,Vif-APOBEC3G blk,USP1 inh,RGS4 inhibitor,mIDH1 inhibitor,Vif-APOBEC3F blk,ALOX12 inh,rTrxR1 inhibitor
Cc1cc(C)c(S(=O)(=O)/N=C2/C=C(Sc3ncn[nH]3)C(=O)c3ccccc32)cc1C,-0.6%,14µM*,?,1.3µM*,-121%,16%,7.1µM*,?,?
O=C1c2ccccc2C(Nc2cccnc2)N1Cc1ccccc1 (stereo not given),0.1%,5%[57.1 µM],-2%,-14%,-10%,-10%,-4%,-3%,14%[57.1 µM]
C=CCn1c(CNC(=O)c2ccco2)nnc1SCC(=O)c1ccc(F)cc1,-0.2%,8%,3%,-12%,6%,-1%,-3%,14%,9%
N#Cc1c(N2CCCCC2)nc(N)c2c(N)nc3c(c12)CC(c1ccccc1)O3 (stereo not given),2.8%,62%[activator],1%,-22%,-1%,-11%,2%,0%,-12%
O=C(COC(=O)c1nc(Cl)ccc1Cl)NC1CCS(=O)(=O)C1 (stereo not given),-1.2%,2%,-1%,3%,30%,0%,-13%,?,12%
Nc1cccnc1Oc1ccccc1F,4.3%,5%[57.1 µM],-3%,-5%,22%,4%,-25%,148%[activator],-3%[57.1 µM]
O=C(NNc1ccc(C(F)(F)F)cc1[N+](=O)[O-])c1ccc(NS(=O)(=O)c2ccc(F)cc2)cc1,-3.7%,-10%,-13%,-15%,?,1%,-16%,?,?
Cc1ccc2c(c1)N(CC(=O)NC1CCCC(C)C1C)C(=O)c1cccnc1O2 (stereo not given),0.5%,4%[57.1 µM],0%,-10%,-11%,-4%,-9%,47%,1%[57.1 µM]
COc1ccc(CCN(C)C2CCCN(S(=O)(=O)c3ccccc3F)C2)cc1OC (stereo not given),-0.2%,4%,9%,-17%,-5%,1%,6%,13%,29%[11.4 µM]
COc1ccc(N/N=C(\C=N\O)C(=O)c2ccc(OC)cc2)cc1,15%,-15%,?,-13%,0%,5%,-22%,?,-15%
CCNc1nc(N)nc(-c2cc(Cl)ccc2O)n1,7.5%,17%,3%,-17%,-18%,3%,-13%,.,6%[57.1 µM]
Nc1c2c(=O)oc(-c3ccccc3)cc2nn1-c1ccccc1,-0.9%,60%[activator],-19%,-6%,-6%,2%,-8%,-10%,-1%
Cc1c(NC(=O)C(C)OC(=O)/C=C/c2ccccc2)c(=O)n(-c2ccccc2)n1C (stereo not given),-0.7%,8%,-1%,-24%,7%,4%,0%,3%,34%

# Bioassay records (PubChem BioAssay)

# These rows are one share of the data; rates above refer to the full screens.
